TMEM16A inh: blocks the mouse calcium-activated chloride channel TMEM16A; HEK293 TMEM16A/YFP iodide influx fluorescence, ionomycin; normalized B-score (activity score, 25-100; higher = stronger inhibition) at 10 µM; hit rate 1.2% among 310,000;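 active = ratio plate-corrected score three or more library SD toward inhibition, starting fluorescence score within five deviations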;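 also: score derived from kinetic fluorescence span divided by baseline fluorescence per well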
KCNQ1 block: inhibitors of human KCNQ1 potassium channel. P51787. CHO-K1 KCNQ1, FluxOR thallium flux fluorescence; stronger effect = higher value. B-score at 10 µM. hit rate 1.3% among 310,000;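 active = compounds whose thallium flux B-score, printed positive for inhibition, exceeds three library SD while starting fluorescence stays within three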;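 also: channel opened by potassium depolarization with thallium stimulus after 20 min compound exposure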
Target sequence (P51787 whole entry, looked up): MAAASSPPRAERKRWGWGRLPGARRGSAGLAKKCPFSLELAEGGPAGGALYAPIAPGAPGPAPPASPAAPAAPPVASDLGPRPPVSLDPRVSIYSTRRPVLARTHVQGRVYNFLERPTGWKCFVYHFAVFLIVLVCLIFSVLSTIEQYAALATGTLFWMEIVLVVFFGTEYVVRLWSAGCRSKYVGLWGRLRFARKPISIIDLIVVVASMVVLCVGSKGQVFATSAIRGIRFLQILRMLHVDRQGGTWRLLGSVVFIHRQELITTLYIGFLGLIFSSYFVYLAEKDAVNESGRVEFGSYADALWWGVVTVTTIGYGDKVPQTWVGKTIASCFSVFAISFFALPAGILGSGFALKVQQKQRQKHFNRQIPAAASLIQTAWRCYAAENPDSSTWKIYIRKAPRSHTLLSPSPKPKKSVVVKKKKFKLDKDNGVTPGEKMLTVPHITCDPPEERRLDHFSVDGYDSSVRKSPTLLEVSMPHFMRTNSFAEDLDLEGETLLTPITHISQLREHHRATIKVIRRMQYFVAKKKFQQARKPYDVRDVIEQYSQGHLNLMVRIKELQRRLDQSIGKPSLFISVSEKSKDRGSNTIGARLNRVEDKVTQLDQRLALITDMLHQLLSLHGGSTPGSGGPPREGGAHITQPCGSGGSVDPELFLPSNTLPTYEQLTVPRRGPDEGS
KCNQ1 act: potentiators or activators of human KCNQ1 potassium channel | AID 2648 | B-score at 10 µM | hit rate 0.35% among 310,000 | P51787 | CHO-K1 KCNQ1, thallium flux FluxOR fluorescence; stronger effect = higher value;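 active = fluorescence ratio B-score, a plate-corrected score, at least three library SD, with initial intensity B-score within 5 SD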
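Assay system: CHO-K1 cells stably expressing KCNQ1; Medium: assay buffer with matched DMSO; Also added: K+/Tl+ depolarizing stimulus; Dosing: single dose; Timing: dye 90 min, compound 20 min, room temperature; Measured by: kinetic FluxOR thallium fluorescence, 10-s 1-Hz baseline, 110-s post-stimulus read; Read-out: peak-minus-minimum fluorescence over initial fluorescence, negative-control normalized, B-scored.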
MrgX1 agonist: human MrgX1 receptor agonism, primary screen; B-score at 10 µM; hit rate 0.44% among 310,000; MrgX1-HEK293 cells, Fluo-4 calcium fluorescence, agonist mode; stronger effect = higher value; Q96LB2;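 active = calcium response B-score plate-corrected fluorescence ratio at least 3 library SD, with starting fluorescence B-score inside 5 SD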
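Assay system: MrgX1-expressing HEK293 cells / Amount: fifteen thousand cells per well / Doses: test compound in the initial addition of three / Timing: cells plated overnight, dye loaded 0.5 h 37 °C, 0.5 h room temperature / Technique: kinetic calcium dye fluorescence, Fluo-4 NW / Control set: positive and negative controls per plate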
KCNK3 inh: human KCNK3 channel inhibition, primary screen; B-score at 10 µM; hit rate 0.84% among 340,000; AID 602410; CHO-KCNK3 thallium flux, FluxOR fluorescence; stronger effect = lower value;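 active = B-score under library mean minus 4 SD, starting fluorescence ratio at most library mean plus 5 SD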;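 also: more negative B-score means stronger inhibition of thallium flux through KCNK3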
Target sequence (O14649 whole entry, looked up): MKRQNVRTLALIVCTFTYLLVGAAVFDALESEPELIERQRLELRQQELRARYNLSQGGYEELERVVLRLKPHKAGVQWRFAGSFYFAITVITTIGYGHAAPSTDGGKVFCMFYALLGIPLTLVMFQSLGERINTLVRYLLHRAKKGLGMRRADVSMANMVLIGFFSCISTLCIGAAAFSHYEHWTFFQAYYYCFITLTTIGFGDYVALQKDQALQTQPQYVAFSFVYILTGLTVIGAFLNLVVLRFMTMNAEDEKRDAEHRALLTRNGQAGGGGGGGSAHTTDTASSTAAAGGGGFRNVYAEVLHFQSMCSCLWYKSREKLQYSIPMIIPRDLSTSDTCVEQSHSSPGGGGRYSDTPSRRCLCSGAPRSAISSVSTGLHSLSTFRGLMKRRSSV
TMEM16A act: mouse TMEM16A channel activation, primary screen. Q8BHY3. HEK293 TMEM16A/YFP-H148Q/I152L, iodide quench fluorescence; stronger effect = lower value. B-score at 10 µM. hit rate 0.3% among 340,000. AID 623877;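 active = fluorescence-ratio B-score plate-corrected deviation score at least 3 library SD below zero, with starting fluorescence score within 5 deviations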;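 also: channel opened by trigger with iodide after compound preincubation; score built on the fluorescence ratio of max minus min over baseline; more negative score means more quench and so TMEM16A activation or potentiation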
MrgX1 PAM: human MrgX1 positive allosteric modulation, primary screen | Q96LB2 | MrgX1-HEK293, Fluo-4 calcium flux, FDSS; stronger effect = higher value | B-score at 10 µM | hit rate 0.63% among 310,000;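 active = plate-corrected calcium response at least 3 library SD above typical, normal starting fluorescence, not activating the receptor alone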;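 also: compound read alongside a low EC10 to EC30 dose of BAM8-22 agonist; peak minus trough fluorescence over baseline measured at the second addition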
hERG rescue: compounds protecting human hERG from proarrhythmic drug block | Q12809 | activation (rescue from dofetilide block), less the hit threshold, % at 10 µM | hit rate 0.51% among 310,000 | CHO-hERG, FluxOR thallium flux, dofetilide IC70 present;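 active = activation above the mean of controls blocked by dofetilide plus 5 SD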;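 also: thallium influx through hERG after potassium depolarization seen as dye fluorescence rise; in these data hits start at about 4.7%; inactives centre near -7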
KCNK9 block: inhibitors of human KCNK9 two-pore domain potassium channel | hit rate 1.2% among 310,000 | AID 488922 | HEK293 KCNK9, FluxOR thallium flux fluorescence; stronger effect = lower value | Q9NPC2 | B-score at 10 µM;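 active = ratio B-score over 3 SD below the library mean, with starting fluorescence within 5 SD of its mean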;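 also: negative B-score means less thallium flux so channel inhibition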
RGS4 block: human RGS4 inhibition. hit rate 0.45% among 310,000. HEK293 M3R/RGS4 inducible, Fluo-4 calcium flux; stronger effect = higher value; triggered by carbachol at its EC20. B-score at 10 µM. P49798;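 active = B-score, a plate-corrected calcium signal, over three deviations above library mean, with baseline fluorescence within five deviations of library mean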;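 also: RGS4 expression induced by doxycycline in cells with stable M3 receptor; B-score is computed from the integrated fluorescence ratio over baseline after carbachol; higher B-score means a larger calcium signal and so more RGS4 inhibition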
RGS4 act: potentiators or activators of RGS4; HEK293 M3R/inducible RGS4, carbachol calcium flux Fluo4; stronger effect = lower value; B-score at 10 µM; hit rate 0.92% among 310,000; AID 463111;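 active = B-score of the integrated calcium signal more than 4 SD below the library mean, with starting fluorescence not abnormally high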;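 also: negative B-score means reduced calcium response which marks RGS4 activation or potentiation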
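Assay system: Inducible-RGS4 HEK293 cells carrying M3 receptor | Schedule: Compound preincubation 20 min at room temperature before agonist | Signal: Kinetic calcium fluorescence imaging with Fluo4-AM dye, 2 µM | Read-out basis: B score from integrated fluorescence ratio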
Active calls of the source: *; i = inactive; / = no result given.

Molecule,RGS4 block,KCNQ1 block,MrgX1 agonist,KCNK9 block,MrgX1 PAM,KCNK3 inh,TMEM16A act,hERG rescue,RGS4 act,KCNQ1 act,TMEM16A inh
CC(=O)c1ccc(NC(=S)NC(=O)CC(C)C)cc1,i,i,i,i,i,i,i,-5,i,i,i
COc1cc(/C=N\NC(=O)CNC(=O)C2COc3ccccc3O2)ccc1O (centres undefined),i,i,i,i,i,i,i,-12,i,i,i
C/C(=N\Nc1ccc(F)cc1F)c1cccs1,i,i,i,i,i,/,/,-9,i,i,i
CC(=O)c1cccc(NC(=O)CC2Oc3ccc(C)cc3NC2=O)c1 (centres undefined),i,i,i,i,i,i,i,-7,i,i,i
Cc1cc(C)cc(Oc2coc3cc(O)ccc3c2=O)c1,i,i,i,i,i,i,i,-11,i,i,i
CC(C)CNC(=O)COC(=O)c1cc(S(=O)(=O)N2CCCCC2)ccc1N1CCOCC1,i,i,i,i,i,i,i,-2,i,i,i
Cn1c(CNC(=O)CNS(=O)(=O)c2ccc(F)cc2F)cc(=O)n(C)c1=O,i,i,i,i,i,i,i,-5,i,i,i
Fc1ccc(-c2nnc(CN3CCN(c4ncc(C(F)(F)F)cc4Cl)CC3)o2)cc1,i,i,i,i,i,i,i,-18,i,i,100*
COC(=O)c1[nH]c2ccc(C)cc2c1NC(=O)CN1CCc2cc(OC)c(OC)cc2C1,i,i,i,i,i,i,i,-17,i,i,i
Cc1c(C(=O)N2CCOCC2)[nH]c2c1C(=O)CC(c1ccccc1Cl)C2 (centres undefined),i,i,i,i,i,i,i,-5,i,i,i
CCCOC1CCCN(C(=O)c2cc(COc3ccc(-n4cncn4)cc3)on2)C1 (centres undefined),i,i,i,i,i,i,i,-1,i,i,i
COc1cccc(OCc2cc(C(=O)N3CCNC(=O)C3Cc3ccccc3)no2)c1 (centres undefined),i,i,i,i,i,i,i,-9,i,i,i
CCNC(=O)n1cc(-n2cncn2)c(-c2ccc(Cl)cc2)n1,i,i,i,i,i,i,i,-2,i,i,i
O=C(Nc1c2c(nn1-c1ccccc1)CS(=O)C2)c1ccc(S(=O)(=O)N2CCOCC2)cc1 (centres undefined),i,i,i,i,i,i,i,-11,i,i,i
Cc1nc2ccccc2n1CCc1nc2c3ccccc3nc(=S)n2[nH]1,i,i,i,i,i,i,i,-7,i,i,i
CC(=O)c1ccc(CCCCCCCCCC(=O)O)s1,i,i,i,i,i,i,i,-2,i,i,i
COc1ccc(C(=O)Nc2ccc(Cl)cn2)cc1Cl,i,i,i,i,i,i,i,-6,i,i,i
O=c1c(N2CCCCC2)coc2ccccc12,i,i,i,i,i,i,i,-1,i,i,i
Cc1cc(SCC(=O)NC2CCCCC2)nc2ccccc12,i,i,i,i,i,i,i,-5,i,i,i
O=C(NCC1CCCO1)c1ccc(CS(=O)(=O)c2ccc(Cl)cc2)o1 (centres undefined),i,i,i,i,i,i,i,-7,i,i,i
CCCn1c(=O)c2c(nc3n2CCCN3CCc2ccccc2)n(C)c1=O,i,i,i,i,i,i,i,-8,i,i,i
Fc1ccc(Cn2nnnc2C(c2cccs2)N2CCN(C3CCCCC3)CC2)cc1 (centres undefined),i,i,i,i,i,i,i,-22,i,i,i
CCCCCCOc1ccc(/C=c2\s/c(=C(/C#N)C(=O)NCc3ccco3)n(-c3ccccc3)c2=O)cc1,i,i,i,i,i,i,i,-7,i,i,i
CCOc1ccccc1C1CC(=O)Nc2cc3c(cc21)OCCO3 (centres undefined),i,i,i,i,i,i,/,-16,i,i,i
COc1ccc(C)cc1NC(=S)N1CCN(S(C)(=O)=O)CC1,i,i,i,i,i,i,i,-4,i,i,i
O=C(Nc1ccc(F)cc1F)c1ccccc1NC(=O)C1CC=CCC1C(=O)O (centres undefined),i,i,i,i,i,i,i,-5,i,i,i
CCCOc1ccc(-c2c(C(=O)N/N=C(\C)c3cccnc3)nnn2-c2nonc2N)cc1,i,i,i,i,i,i,i,-10,i,i,i
O=C(CSc1nncs1)N1CCN(C(=O)c2ccco2)CC1,i,i,i,i,i,i,i,-12,i,i,i
COc1ccc(S(=O)(=O)N2CCC(C(=O)NCc3ccc(C)cc3)CC2)cc1,i,i,i,i,i,i,i,-9,i,i,i
COc1ccc(CN2CCN(C(=O)CN3C(=O)C4C5C=CC(C5)C4C3=O)CC2)c(OC)c1OC (centres undefined),i,i,i,i,i,i,i,0,i,i,i
NC(=O)c1ccc(N2CCN(c3ccccc3F)CC2)c([N+](=O)[O-])c1,i,i,i,i,i,i,i,-2,i,i,i
O=C(CCC(=O)N1CCN(c2ccccc2F)CC1)N1CCN(c2ccccc2)CC1,i,i,i,i,i,i,i,-3,i,i,i
CC(C)COc1ccc(C(=O)NC(CC(C)C)C(=O)O)cc1 (centres undefined),i,i,i,i,i,i,i,-3,i,i,i
COc1ccc(NC(=O)CSc2nncc3ccccc23)cc1,i,i,i,i,i,i,i,0,i,i,i
CC(NC(N)=O)C(=O)OCc1ccc(Cl)cc1Cl (centres undefined),i,i,i,i,i,i,i,0,i,i,i
COC(=O)c1cccc2c1NC(=O)C2=O,i,i,i,i,i,i,i,-14,i,i,i
CC(C)(O)C#Cc1ccc(C(=O)N2CCCC(CNS(=O)(=O)c3cccs3)C2)o1 (centres undefined),i,i,i,i,i,i,i,-5,i,i,i
O=C1CCCc2c1cnc1ncnn21,i,i,i,i,i,i,i,-7,i,i,i
c1ccc(C(c2nnnn2Cc2ccco2)N2CCN(C3CCCC3)CC2)cc1 (centres undefined),i,i,i,i,i,i,i,-8,i,i,i
Cn1nccc1C(=O)Nc1ccn(C23CC4CC(CC(C4)C2)C3)n1,i,i,i,i,i,i,i,-11,i,i,i
O=C1c2ccccc2C(=O)N1CCc1csc(-c2ccc(F)cc2)n1,i,i,i,i,i,i,i,-8,i,i,i
CCCCn1c(SCC(=O)NC2CC(C)(C)NC(C)(C)C2)nc2cc(S(N)(=O)=O)ccc21,i,i,i,i,i,i,i,-8,i,i,i
O=C(NCCc1nc(-c2ccccc2Cl)no1)C1CCCCC1,i,i,i,i,i,i,i,-4,i,i,i
O=C(NCC(F)(F)F)Nc1cccnc1,/,/,i,/,i,i,i,/,/,/,i
CN(c1ccccc1)S(=O)(=O)c1ccc(NC(=O)c2ccccc2C(=O)O)cc1,i,i,i,i,i,i,i,1,i,i,i
CCOc1ccc(NC(=O)CN(C)C(=O)c2ccccc2-n2cnnn2)cc1OCC,i,i,i,i,i,i,i,-17,i,i,i
Cc1ccc(/C=C2\CCn3c2nc2cc(C(=O)O)ccc2c3=O)c(C)c1,6.2*,i,i,i,i,i,i,-5,i,i,i
CCOc1ccc(N(CC(=O)N2CCc3ccccc32)S(=O)(=O)c2c(C)noc2C)cc1,i,i,i,i,i,i,i,-1,i,i,i
COc1ccc(N(CC(=O)NCc2ccco2)S(C)(=O)=O)cc1OC,i,i,i,i,i,i,i,-2,i,i,i
CSCCC(NC(N)=O)C(=O)Nc1ccc2ccccc2c1 (centres undefined),i,i,i,i,i,i,i,-12,i,i,i

More results:
Molecule,RGS4 block,KCNQ1 block,MrgX1 agonist,KCNK9 block,MrgX1 PAM,KCNK3 inh,TMEM16A act,hERG rescue,RGS4 act,KCNQ1 act,TMEM16A inh
CCSc1ccccc1C(=O)Nc1cccnc1,i,i,i,i,i,i,i,-14,i,i,i
CCCCn1c(=O)n(C)c(=O)c2c3c(sc21)COC(C)(C)C3,i,i,i,i,i,i,i,-11,i,i,i
Nc1nonc1C(=O)N/N=C/c1ccncc1,i,i,i,i,i,i,i,3,i,i,i
CCOC(=O)c1cn2nc(Oc3ccccc3)ccc2n1,i,i,i,i,i,i,i,-9,i,i,i
COc1ccc(/C=C/C(=O)NC(=S)N2CCN(C)CC2)cc1,i,i,i,i,i,i,i,-6,i,i,i
O=C(NCc1ccc2c(c1)CCO2)Nc1cccc(C(F)(F)F)c1,i,i,i,i,i,i,i,-6,i,i,i
CN1c2ccccc2C(=O)/C(=C\Nc2ccc(F)cc2)S1(=O)=O,i,i,i,i,i,i,i,-3,i,i,i
C=CC[n+]1c(-c2ccc(Cl)cc2Cl)csc1Nc1c(C)n(C)n(-c2ccccc2)c1=O,i,i,28*,i,i,i,i,-20,i,i,i
O=C(O)CSc1c2c(nc3cc(C(=O)Nc4ccc(F)c(Cl)c4)ccc13)CCCC2,i,i,i,i,i,i,i,0,i,i,i
Cc1ccc(NC2=C(Cl)C(=O)OC2OC(=O)c2ccco2)cc1C (centres undefined),i,i,i,i,i,i,i,-12,i,i,i
CC(C)CNS(=O)(=O)c1ccc(S(=O)(=O)N2CCC(N3CCCCC3)CC2)cc1,i,i,i,i,i,i,i,-13,i,i,i
Cc1nc2nc[nH]n2c(=O)c1CC(=O)O,i,i,i,i,i,i,i,-5,i,i,i
CC(=O)c1c(C)[nH]c(C(=O)Nc2cccc(S(=O)(=O)N3CCOCC3)c2)c1C,i,i,i,i,i,i,i,-5,i,i,i
CC(C)(C)c1cc(C(=O)NN)n(Cc2ccc(F)cc2)n1,i,i,i,i,i,i,i,-2,i,i,i
Cc1noc(NS(=O)(=O)c2ccc(NC(=O)COc3ccc(Cl)cc3Cl)cc2)c1C,i,i,i,i,i,i,i,-12,i,i,i
